TrxR1 substrate: is turned over as a substrate by rat TrxR1; Potency, µM (top dose mostly 114 µM), for the others: at the highest dose activity change, negative = substrate turnover; actives 0.01% (n = 390,000); purified TrxR1 substrate turnover, NADPH consumption readout; O89049; note: potency is the fitted concentration of half-maximal effect; % is set by controls: 0 for no effect and ±100 for the full control effect; nearly all actives have a fitted effect of over 50% in size
Target sequence (O89049 whole entry, looked up): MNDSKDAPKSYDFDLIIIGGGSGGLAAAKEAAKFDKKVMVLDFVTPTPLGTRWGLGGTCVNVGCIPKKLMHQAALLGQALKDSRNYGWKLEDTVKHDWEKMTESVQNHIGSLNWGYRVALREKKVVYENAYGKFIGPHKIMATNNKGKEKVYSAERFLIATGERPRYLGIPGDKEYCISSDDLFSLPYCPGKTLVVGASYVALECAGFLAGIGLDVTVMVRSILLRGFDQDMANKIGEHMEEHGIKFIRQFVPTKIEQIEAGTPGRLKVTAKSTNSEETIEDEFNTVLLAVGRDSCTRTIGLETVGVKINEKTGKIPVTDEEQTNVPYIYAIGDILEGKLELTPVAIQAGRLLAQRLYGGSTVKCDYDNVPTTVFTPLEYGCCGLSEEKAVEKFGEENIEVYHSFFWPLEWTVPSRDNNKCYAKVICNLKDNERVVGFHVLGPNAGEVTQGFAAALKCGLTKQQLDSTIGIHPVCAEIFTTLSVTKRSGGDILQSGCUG
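Rat TrxR1, dispensed at 90 nM, was prereduced with 400 uM NADPH (final) for 5 min at ~22 deg C, then incubated with compound 15 min before 400 uM selenite. A first-read NADPH fluorescence drop versus no-compound background flagged substrates.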
PI4K2A inh: PI4K2A (human) kinase inhibition. Q9BTU6. purified PI4K2A, ADP-Glo luminescence, 1 h; hits give low values. actives 0.13% (n = 420,000). activity change, negative = inhibition, % at 76.9 µM. AID 1346378; in the data active = activity change below about -50%; inconclusive = mostly about -30% to -49%;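 note: -100% = wells without enzyme as full effect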
Target sequence (Q9BTU6 whole entry, looked up): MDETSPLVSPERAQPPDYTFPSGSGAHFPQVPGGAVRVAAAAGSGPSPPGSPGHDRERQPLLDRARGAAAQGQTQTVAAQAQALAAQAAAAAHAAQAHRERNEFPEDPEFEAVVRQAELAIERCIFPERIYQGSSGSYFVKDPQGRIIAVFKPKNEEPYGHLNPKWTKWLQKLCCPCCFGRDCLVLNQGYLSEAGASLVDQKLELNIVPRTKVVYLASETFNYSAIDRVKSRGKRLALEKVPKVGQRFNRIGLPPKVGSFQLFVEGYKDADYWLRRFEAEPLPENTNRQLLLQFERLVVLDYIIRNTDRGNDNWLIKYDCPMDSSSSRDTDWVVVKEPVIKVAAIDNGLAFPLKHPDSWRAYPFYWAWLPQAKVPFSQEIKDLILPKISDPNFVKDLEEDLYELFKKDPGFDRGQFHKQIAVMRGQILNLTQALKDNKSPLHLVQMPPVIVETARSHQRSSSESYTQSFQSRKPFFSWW
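In this quantitative HTS, ADP production by PI4K2A was quantified luminescently after 1 h at ambient temperature; 100 microM adenosine served as plate-quality control.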
rTrxR1 inhibitor: blocks rat thioredoxin reductase 1; O89049; recombinant rTrxR1, NADPH fluorescence consumption, selenite substrate; Potency, µM (titrated, usually from 114 µM), for the others: at the top dose activity change, negative = inhibition, most hits filed as inhibitors; actives 1% (n = 390,000); note: potency is the fitted concentration of half-maximal effect; % is set by controls: 0 for no effect and ±100 for the full control effect; nearly all actives have a fitted effect of over 65% in size
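Rat TrxR1 (90 nM in the dispensed reagent) was pre-reduced with 400 uM NADPH for 5 min at room temperature, then incubated with compound for 15 min. After 400 uM selenite was added, NADPH fluorescence (Ex 340/Em 450 nm) was followed for 8 min.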
USP1 inh: inhibitors of human USP1/UAF1 deubiquitinase; O94782; AID 743255; actives 0.23% (n = 390,000); recombinant USP1/UAF1, Ub-Rhodamine cleavage fluorescence; Potency, µM (series often up to 57.1 µM), for inactives: at the highest dose activity change, negative = inhibition, most hits filed as inhibitors; note: potency is the fitted concentration of half-maximal effect; % is set by controls: 0 for no effect and ±100 for the full control effect; nearly all actives have a fitted effect of over 60% in size; inactives centre near -12
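High-throughput fluorogenic screen: 1nM USP1/UAF1 complex, Ub-Rho substrate 150nM final, 50mM HEPES pH 7.8 with 0.5mM EDTA, 0.1 mg/ml BSA, 1mM TCEP and 0.01% Tween-20.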
mIDH1 inhibitor: blocks human mutant IDH1 R132H enzyme. Potency, µM (titrated, usually from 76.6 µM), without a hit: at the top dose activity change, negative = inhibition, most hits filed as inhibitors. IDH1-R132H enzyme, NADPH consumption, diaphorase/resazurin fluorescence. O75874. actives 0.093% (n = 390,000); note: potency is the fitted concentration of half-maximal effect; % is set by controls: 0 for no effect and ±100 for the full control effect; nearly all actives have a fitted effect of over 65% in size
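IDH1-R132H (0.5 ug/mL dispensed) in pH 7.5 Tris buffer was preincubated 30 min with compound, then given a substrate mix of 0.016 mM NADPH and 2 mM alpha-KG for 80 min at room temperature; remaining NADPH was read by diaphorase/resazurin fluorescence.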
TRHR PAM: allosteric enhancers of human TRH receptor; enhancement, % at 2 µM; TRHR cells, fluo-8 calcium fluorescence, EC20 TRH enhancement; AID 493056; actives 0.66% (n = 360,000); in the data active = enhancement above about 30%; note: 0% is about no effect
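Enhancer read-out: after compound pinning and an initial kinetic agonist-mode read, an EC20 of TRH (10 nM final) was injected and fluo-8 calcium signal (Ex 480/Em 530) followed at 1 s/cycle for 100 cycles in TRHR-expressing cells.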
TRHR ag: agonists of human TRH receptor. AID 493084. activation, % at 2 µM. actives 0.18% (n = 360,000). P34981. TRHR cells, calcium flux fluo-8, FDSS agonist mode; in the data active = activation above about 30%; note: 0% is about no effect
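Steps: seed TRHR cells overnight; add fluo-8 no-wash Ca dye, RT 30 min–1.5 h; record 10 s baseline; pin-transfer compounds; monitor fluorescence 1 cycle/s for the agonist window. Calcium increases flag candidate agonists.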
D2 ag: agonists of human D2 dopamine receptor. AID 485358. HEK293 T-REx D2 cells, calcium flux agonist mode. actives 0.53% (n = 340,000). activation, % at 2 µM. P14416;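 active = activation over 3 SD above normal in the single-dose calcium agonist read, cut at about 30% in these data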; note: 0% is about no effect
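Agonism is scored from calcium flux in a force-coupled, inducible HEK293 cell line expressing D2, read kinetically for 180 s after compound addition against dopamine controls.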
D2 antagonist: antagonists of human D2 dopamine receptor. actives 2% (n = 340,000). HEK293 TREx D2 cells, calcium flux, dopamine EC80. P14416. inhibition, % at 10 µM; in the data active = inhibition above about 30%; note: 0% is about no effect
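HEK293 T-REx D2 cells, tet-induced, calcium dye no-wash. Cpd pintool add, 180 s kinetic, then EC80 DA, 180 s kinetic. Ca flux read.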
* marks the source's active call; other numbers are inactive results; ? = inconclusive; · = no result given; & = joins results of further samples; [ ] = remark or other dose. Unless noted, calls come from the whole dose curve; as a rule, active = well fitted inhibition curve with a large enough effect; inconclusive = small, poorly fitted or top-dose-only effect; inactive = no such curve, though single readings can be large or run the other way.

The opening four records (preview)
Results follow in this order: TrxR1 substrate | PI4K2A inh | rTrxR1 inhibitor | USP1 inh | mIDH1 inhibitor | TRHR PAM | TRHR ag | D2 ag | D2 antagonist
#1 CCOC(=O)N1C(=O)NC(=O)C1c1ccccc1 (configuration not stated)
    8%[57.1 µM] | 5 | 7%[11.4 µM] | -2% | 6% | · | · | · | ·
#2 COc1ccc(-c2cc3nc(C)c(CCC(=O)NCc4ccccc4Cl)c(C)n3n2)c(OC)c1
    62%[activator] | -5 | 48%[activator] | -25% | 4% | 10 | 0.9 | 1.4 | ·
#3 COc1ccccc1C(=O)Nc1ccnn1C1CCN(Cc2cnc(N(C)C)s2)CC1
    2% | 0 | 22% | -9% | -5% | 3 | -2.2 | 0.3 | -2
#4 Cc1ccc(C(=O)Nc2c3c(nn2-c2ccccc2)CS(=O)(=O)C3)cc1C
    -6% | 5 | -13% | -15% | -2% | -4 | -0.2 | 0.1 | 17

This part in full (from the top)
Results follow in this order: TrxR1 substrate | PI4K2A inh | rTrxR1 inhibitor | USP1 inh | mIDH1 inhibitor | TRHR PAM | TRHR ag | D2 ag | D2 antagonist
#1 CCOC(=O)N1C(=O)NC(=O)C1c1ccccc1 (configuration not stated)
    8%[57.1 µM] | 5 | 7%[11.4 µM] | -2% | 6% | · | · | · | ·
#2 COc1ccc(-c2cc3nc(C)c(CCC(=O)NCc4ccccc4Cl)c(C)n3n2)c(OC)c1
    62%[activator] | -5 | 48%[activator] | -25% | 4% | 10 | 0.9 | 1.4 | ·
#3 COc1ccccc1C(=O)Nc1ccnn1C1CCN(Cc2cnc(N(C)C)s2)CC1
    2% | 0 | 22% | -9% | -5% | 3 | -2.2 | 0.3 | -2
#4 Cc1ccc(C(=O)Nc2c3c(nn2-c2ccccc2)CS(=O)(=O)C3)cc1C
    -6% | 5 | -13% | -15% | -2% | -4 | -0.2 | 0.1 | 17
#5 CCOc1ccccc1N(CC(=O)NC1CCCCC1)C(=O)CCC(=O)Nc1cc(C)ccn1
    6%[57.1 µM] | 5 | 18%[57.1 µM] | -17% | 0% | -3 | 1.3 | 0.6 | 7
#6 CC(=O)c1ccc(NC(=O)CN2CCN(c3ncccn3)CC2)cc1
    -6% | 0 | -7% | -9% | 11% | 1 | 0.8 | 74* | 77*
#7 Cc1ccc(S(=O)(=O)N(CC(=O)O)Cc2ccccc2F)cc1
    5%[57.1 µM] | 2 | -9%[57.1 µM] | 7% | 6% | -4 | -0.5 | 1.0 | 26
#8 O=C(NCC(c1ccco1)N1CCN(c2ccccc2)CC1)c1ccco1 (configuration not stated)
    -3% | 0 | 4% | -9% | 9% | 7 | 0.1 | 12 | 40*
#9 CC(C)CCSc1nnc(Cn2c(=O)sc3ccccc32)n1C
    3% | -3 | 25% | -3% | 7% | 0 | -0.6 | -0.6 | -4
#10 c1cnc(NC2C3CC4CC(C3)CC2C4)nc1 (configuration not stated)
    2%[57.1 µM] | 4 | -6%[57.1 µM] | -2% | -2% | -4 | -0.4 | -0.1 | -10
#11 Cn1c(=O)c2nc(SCCO)n(C)c2n(C)c1=O
    -1% | 5 | 15% | ? | 2% | · | · | · | ·
#12 COCCCNC(=O)C1CCC(CNS(=O)(=O)c2ccc(OC)cc2)CC1 (configuration not stated)
    10%&-2%[57.1 µM] | 5&2 | 11%&22%[57.1 µM] | ? | -3%&41% | -6&0 | -0.8&0.4 | 0.2&-0.1 | -9
#13 COC(=O)C1=C(C)NC(C)=C(C(=O)OC)C1c1cn(-c2ccccc2)nc1-c1ccco1
    19% | -1 | -16% | -23% | -3% | -6 | 0.0 | 1.3 | 7
#14 COCCC(=O)N1CCCC(N2CCN(c3ccc(F)cc3)CC2)C1 (configuration not stated)
    1% | -2 | 21% | -9% | 13% | -5 | 0.7 | 0.3 | 15
#15 Cc1cccc(N/C(N)=N/c2nc(C(F)(F)F)cc(C(F)(F)F)n2)c1
    -5% | 5 | 8% | -11% | -19% | -3 | 0.5 | 0.2 | 3
#16 O=C1c2ccccc2C(Nc2ccccc2)N1c1ccc(Cl)cn1 (configuration not stated)
    0%[57.1 µM] | -2 | 1%[57.1 µM] | -4% | -1% | -3 | -0.3 | -0.3 | -17
#17 Cc1ccc(C(=O)Nc2ccc(SC(F)F)cc2)s1
    2%[57.1 µM] | 0 | 17%[57.1 µM] | -7% | 14% | -3 | 0.8 | · | ·
#18 O=C(NCCc1ccccc1)C1CC(c2ccccc2O)=NO1 (configuration not stated)
    5% | 0 | 4% | 0% | 0% | 3 | 0.1 | -0.1 | -14
#19 COc1cc(-c2noc(CCC(=O)NC3CCCCC3)n2)cc(OC)c1OC
    -1% | 2 | 5% | -17% | 0% | 2 | 0.2 | 0.4 | 18
#20 COc1ccc2c(CC#N)c[nH]c2c1
    -14% | -3 | -23% | -2% | 4% | 8 | -0.9 | 0.1 | -10
#21 CC(=O)Nc1cccc(Oc2ncnc3scc(-c4ccc(C(C)C)cc4)c23)c1
    -13% | -1 | -16% | -11% | -18% | 8 | 0.4 | 1.4 | 10
#22 COc1ccc(C(=O)Nc2cc(C)on2)cc1
    2% | 0 | 17% | -4% | 3% | -4 | 0.3 | -0.4 | 16
#23 O=C(/C=C/c1ccccc1)NCCCNC(=O)/C=C/c1ccccc1
    2%[57.1 µM] | 1 | 26%[57.1 µM] | -6% | -10% | 2 | -1.5 | -5.3 | -3
#24 CC(/C=N/NC(=O)c1ccco1)=C\c1ccccc1
    -9% | -1 | -4% | -17% | 2% | 2 | -0.9 | -1.0 | -5
#25 O=C(NCc1cccc(F)c1)C1CCC(=O)N(CCCN2CCOCC2)C1 (configuration not stated)
    1% | -1 | 2% | -10% | 1% | -4 | -0.4 | 0.0 | 6
#26 Cc1nnc(SCC(=O)NNC(=O)c2ccc(Cl)cc2)n1CC1CCCO1 (configuration not stated)
    -10%[57.1 µM] | 2 | 14%[57.1 µM] | -5% | 2% | 2 | -0.1 | -0.4 | -10
#27 CC(C)c1nnc(NC(=O)CCC(=O)NCC2CCCO2)s1 (configuration not stated)
    -5% | 6 | 10%[57.1 µM] | -8% | 5% | 4 | 0.2 | -0.5 | -11
#28 Cc1c(NC(=S)NC(=O)c2cc3ccccc3o2)cccc1C(=O)O
    -17% | -1 | ? | -9% | 3% | 0 | 0.6 | -0.5 | -8
#29 COc1nc(C)nc2c1ccc1ccccc12
    2% | 6 | 2% | -14% | 3% | -1 | 0.0 | -0.1 | -10
#30 CC1CCN(CCCNC(=O)C2CCC(=O)N2C2CCCC2)CC1 (configuration not stated)
    6% | 14 | 13% | -7% | -4% | 6 | -0.5 | 0.0 | 15
#31 CCN(CC)CCCN1C(=O)C(=O)/C(=C(/O)c2ccc3c(c2)CC(C)O3)C1c1cccnc1 (configuration not stated)
    · | · | · | · | · | 4 | 0.2 | 0.4 | 20
#32 CCCCNC(=O)CCn1nc(-c2ccccc2)ccc1=O
    2% | -3 | -6% | -18% | 10% | 12 | -0.1 | -0.2 | -2
#33 COc1ccc(-c2nc(CSCC(=O)NCc3ccco3)c(C)o2)cc1
    7%[57.1 µM] | -1 | ? | -3% | 1% | -1 | -0.3 | 0.5 | 2
#34 CC(=O)NC1C(OCc2ccccc2)OC2COC(c3ccccc3)OC2C1OCC(=O)O (configuration not stated)
    3%[57.1 µM] | 1 | 18%[57.1 µM] | -3% | 6% | 11 | -1.2 | -0.1 | -1
#35 COc1cc(CCCN2CCNC[C@H]2Cc2ccc(O)cc2)cc(OC)c1OC
    10%[57.1 µM] | 2 | 15%[57.1 µM] | -14% | 0% | 4 | -0.3 | 0.9 | -5
#36 CC(C)(C)OC(=O)C[C@@H]1C/C=C\C[C@H](CC(=O)N(CCO)Cc2ccccc2)C(=O)N[C@@H](Cc2c[nH]c3ccccc23)COC1=O
    -2% | -2 | 14% | -22% | 1% | · | · | · | ·
#37 CC1(OC(=O)C2CCCC2)C(=O)C=C2C=C(c3ccsc3)N(c3ccccc3)C=C2C1=O (configuration not stated)
    -9% | -1 | -18% | ? | 22% | -2 | 0.5 | 0.3 | 36*
#38 COC(=O)C[C@H]1c2cc(F)ccc2S(=O)(=O)N1Cc1ccccc1OC
    4%&3% | -2 | 12%&12% | -17% | -9% | · | · | · | ·
#39 Cc1cnc(CNC(=O)c2ccc3oc(Cc4ccccc4)nc3c2)[nH]1
    -1% | -18 | 17% | -4% | 8% | -2 | 0.4 | -0.2 | 16
#40 Cc1cnc(CN(C)C(=O)c2ccc3oc(Cc4ccccc4)nc3c2)[nH]1
    -9% | -3 | -10% | 2% | -2% | 4 | 0.6 | 0.3 | 0
#41 CCOC(=O)c1ccc[n+](CC(=O)Nc2cc(C(F)(F)F)ccc2Cl)c1
    1% | -3 | ? | -21% | 0% | 17 | 0.1 | 0.0 | 52*
#42 C/C(Cn1cnc([N+](=O)[O-])n1)=N\NC(=O)c1ccc(O)cc1O
    1%[57.1 µM] | -4 | 6%[57.1 µM] | -9% | -1% | 1 | 1.7 | 6.4 | -4
#43 CCOc1ccc(S(=O)(=O)Nc2cccc(C(=O)NCC3(N4CCCCC4)CCCCC3)c2)cc1
    11%[57.1 µM] | 1 | 13% | -18% | 6% | 5 | 0.1 | 0.6 | -10
#44 NN1C(=O)/C(=C2/Sc3ccccc3N2CCCS(=O)(=O)O)SC1=S
    -13% | -25 | 16% | -10% | 11% | 1 | 0.1 | -1.1 | -7
#45 Cc1csc2nc(-c3cccc(NC(=O)c4cccc(F)c4)c3)cn12
    0%[57.1 µM] | 1 | 10%[57.1 µM] | ? | 3% | 14 | -0.5 | -0.9 | ·
#46 O=C(CCS(=O)(=O)Cc1ccc(Cl)cc1)NCCCN1CCN(c2ccccc2F)CC1
    9% | -5 | 16% | -15% | 0% | 33* | -0.6 | 0.5 | 1
#47 Cc1nc2ccc(S(=O)(=O)N(C)CC(=O)NCCc3ccccc3)cc2s1
    -9% | -7 | -1% | -4% | -12% | 0 | -0.8 | -0.7 | -7
#48 O=C1Nc2ccc(Br)cc2C1(O)c1ccc(F)cc1 (configuration not stated)
    -2% | 2 | 18% | -10% | -2% | 4 | 1.2 | 1.0 | -10

Screens deposited in PubChem by National Center for Advancing Translational Sciences (NCATS).
